EPAC2 agonist: qHTS for Agonist of cAMP-regulated guanine nucleotide exchange factor 4 (EPAC2): primary screen; 360,000 compounds, 0.079% hits; Potency, µM (series often up to 154 µM), for inactives: at the top dose activation, hits mostly activators; Rap guanine nucleotide exchange factor 4 (Homo sapiens), Q8WZA2; EPAC2 activation, biochemical qHTS; response scale: 100% = 6.5 mM cAMP response; note: potency is the fitted concentration of half-maximal effect; nearly all actives have a fitted effect of over 50% in size
Target sequence (Q8WZA2 whole entry, looked up): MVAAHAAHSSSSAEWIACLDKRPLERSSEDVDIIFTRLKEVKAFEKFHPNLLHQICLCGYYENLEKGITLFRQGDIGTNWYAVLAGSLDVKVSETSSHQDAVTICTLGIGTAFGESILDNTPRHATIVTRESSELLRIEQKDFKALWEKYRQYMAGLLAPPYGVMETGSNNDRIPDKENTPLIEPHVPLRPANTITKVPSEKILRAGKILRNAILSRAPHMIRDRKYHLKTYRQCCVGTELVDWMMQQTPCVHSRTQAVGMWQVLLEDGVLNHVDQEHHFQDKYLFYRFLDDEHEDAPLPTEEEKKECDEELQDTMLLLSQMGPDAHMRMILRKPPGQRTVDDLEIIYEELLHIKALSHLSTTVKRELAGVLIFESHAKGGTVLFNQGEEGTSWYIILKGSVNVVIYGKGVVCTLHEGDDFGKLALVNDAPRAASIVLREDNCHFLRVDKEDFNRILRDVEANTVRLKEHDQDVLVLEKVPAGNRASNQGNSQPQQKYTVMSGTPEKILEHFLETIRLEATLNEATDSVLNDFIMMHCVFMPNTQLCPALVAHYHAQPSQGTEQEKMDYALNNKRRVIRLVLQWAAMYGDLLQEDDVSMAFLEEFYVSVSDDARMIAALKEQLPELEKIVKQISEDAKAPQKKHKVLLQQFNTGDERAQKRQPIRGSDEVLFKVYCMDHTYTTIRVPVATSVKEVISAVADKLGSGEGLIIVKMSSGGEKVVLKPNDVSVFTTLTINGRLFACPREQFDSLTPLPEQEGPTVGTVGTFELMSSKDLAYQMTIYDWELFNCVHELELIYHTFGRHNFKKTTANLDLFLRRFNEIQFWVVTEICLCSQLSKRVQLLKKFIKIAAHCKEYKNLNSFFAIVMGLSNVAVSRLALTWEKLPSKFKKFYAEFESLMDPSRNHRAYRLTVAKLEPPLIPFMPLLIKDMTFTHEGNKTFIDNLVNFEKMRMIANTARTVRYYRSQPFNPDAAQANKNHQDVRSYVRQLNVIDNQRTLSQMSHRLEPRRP
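Setup: EPAC2 100 nM, labeled Rap1B complex 250 nM, free GDP 50 uM. Compound titrations pinned in, brief spin, 5 min room temperature incubation. Kinetic fluorescence read over 30 min, normalized to 6.5 mM cAMP.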
Nrf2 inh: Nrf2 qHTS screen for inhibitors; A549 ARE-Fluc reporter, luciferase luminescence, 18-24 h; 360,000 compounds, 2.1% hits; Potency, µM (series often up to 46 µM), for the others: at the top dose activity change, negative = inhibition, hits mostly inhibitors; note: potency is the fitted concentration of half-maximal effect; % is set by controls: 0 for no effect and ±100 for the full control effect; nearly all actives have a fitted effect of over 60% in size
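A549 ARE_Fluc cells, 5000/well, 5% FBS OPTI-MEM; compounds in dose-response, 18-24 h at 37 °C/5% CO2; CellTiter-Fluor viability read (Ex 405/Em 525), then BugLite luciferase luminescence = Nrf2 activity.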
Nrf2 ARE act: qHTS of Nrf2 Activators. Potency, µM (top dose mostly 46.1 µM), without a hit: top-dose activation, hits mostly activators. 410,000 compounds, 0.31% hits. AREc32 ARE-luciferase reporter (MCF7-derived line), luminescence, 24 h; note: potency is the fitted concentration of half-maximal effect; % of control where 0% means no effect; nearly all actives have a fitted effect of over 65% in size
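Cells of the AREc32 ARE-luciferase line are plated in OPTI-MEM containing 5% FBS and left overnight at 37 deg C. Compounds are pinned in, incubation continues 24 hr, and firefly luciferase signal is then measured.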
ATXN viability: Viability Counterscreen for Primary qHTS for Inhibitors of ATXN expression. Potency, µM (highest dose often 56.7 µM), most hits filed as cytotoxic. S2 cells (HEK-293 line with an ATXN2-luciferase reporter) viability, CellTiter-Fluor protease fluorescence, 24 h. 400,000 compounds, 0.49% hits. AID 651635, 2014; note: potency is the fitted concentration of half-maximal effect; nearly all actives have a fitted effect of over 40% in size
ATXN2 expr inh: Primary qHTS for Inhibitors of ATXN expression. HEK-293 ATXN2-luciferase reporter, luminescence, 24 h. Potency, µM (titrated, usually from 57 µM), without a hit: at the highest dose activity change, negative = inhibition, actives largely listed as inhibitors. 360,000 compounds, 0.72% hits; note: potency is the fitted concentration of half-maximal effect; % is set by controls: 0 for no effect and ±100 for the full control effect; nearly all actives have a fitted effect of over 55% in size
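ATXN2-luciferase reporter cells (luciferase flanked by upstream and downstream ATXN2 gene portions) were treated 24 h at 37 °C with compounds at up to 57 uM. SteadyGlo luminescence gave expression; GF-AFC fluorescence gave viability.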
TGFb inhibitor: qHTS for Inhibitors of TGF-b; HepG2 CAGA-GFP TGF-b/SMAD3 reporter, GFP fluorescence, 18 h; TGF-beta stimulated, 500 pg/mL final; Potency, µM (series often up to 46.1 µM), inactives show top-dose activity, negative = inhibition, actives largely listed as inhibitors; 410,000 compounds, 1.2% hits; AID 588855, 2011; note: potency is the fitted concentration of half-maximal effect; % is set by controls: 0 for no effect and ±100 for the full control effect; nearly all actives have a fitted effect of over 65% in size
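HEPG2 CAGA-GFP, 1000 cells/well; 2 h settle, 37 C; cpd via pin tool; TGF-b 500 pg/mL final; 18 h, 37 C; GFP imaging ex488/em500-530; %Activity normalised to -TGF-b and +DMSO controls; CRC fit, curve class.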
A549 viability: Nrf2 qHTS screen for inhibitors: counterscreen for cytotoxicity. A549 ARE-Fluc cells, CellTiter-Fluor viability, 18-24 h. AID 504648, 2011. 390,000 compounds, 0.16% hits. Potency, µM (highest dose often 46 µM), inactives show at the top dose activity change, negative = cytotoxicity, hits mostly inhibitors; note: potency is the fitted concentration of half-maximal effect; % is set by controls: 0 for no effect and ±100 for the full control effect
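Cytotoxicity counterscreen: CellTiter-Fluor fluorescence was measured in A549 ARE_Fluc cells after 18-24 h of compound exposure in a concentration series. The subsequent BugLite luminescent read reports ARE-luciferase activity.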
HepG2 viability: qHTS for Inhibitors of TGF-b: Cytotox Counterscreen; HepG2 CAGA-GFP viability, ATP luminescence, 18 h; 410,000 compounds, 0.76% hits; Potency, µM (top dose mostly 46.1 µM), inactives show at the highest dose activity change, negative = cytotoxicity, usual class: cytotoxic; AID 588856, 2011; note: potency is the fitted concentration of half-maximal effect; some results filed as inactive show a strong effect at the top dose
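CellTiter-Glo luminescence gave cytotoxicity after 18 hours at 37 degrees C. The cells were HepG2 CAGA-GFP in 1% FBS DMEM, stimulated with 500 pg/mL TGF-beta after compound addition. %Activity was normalised to no-cell wells (complete cell-killing) and DMSO (no toxicity), and curves were fitted and classified.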
IL-2 act: qHTS of IL-2 Activators; IL-2 activation reporter assay, cell-based qHTS; stimulated with anti-CD3/CD4/CD28 beads; in transgenic mouse T cells; activation, % (series mostly up to about 46 µM); 360,000 compounds, 0.065% hits; AID 652025, 2013; in the data active = activation above about 50%; inconclusive = mostly about 30% to 49%; note: 0% is about no effect
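First, unstimulated transgenic mouse T cells were exposed to compound for 60 min. Next, anti-CD3/anti-CD4-coated beads with anti-CD28 were added. Finally, after 18 h at 37 degrees C, EGFP and DsRed were imaged.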
Starred values were filed as active, the others as inactive; i = inactive; ? = inconclusive; . = not tested or not shown; [ ] = another dose, or the depositor's remark. Unless noted, calls come from the whole dose curve; as a rule, active = well fitted curve in the direction sought with a large enough effect; inconclusive = small, poorly fitted or top-dose-only effect, or another doubt; inactive = no such curve, though single readings can be large; an effect the other way counts as inactive or inconclusive.

Each structure is followed by: EPAC2 agonist, Nrf2 inh, ATXN viability, TGFb inhibitor, A549 viability, Nrf2 ARE act, IL-2 act, ATXN2 expr inh, HepG2 viability
COCCn1c(C)cc(C(=O)COC(=O)c2ccc(-n3nc(C)cc3C)cc2)c1C
 : -2%, -6%, i, -13%, 4%, 0.5%, -0.1, -4%, -9%
O=C1C2CC=C(Cl)CC2C(=O)N1CCCCCCN1C(=O)C2CC=C(Cl)CC2C1=O (stereo not given)
 : 15%, -21%, i, ?, 4%, -0.5%, -0.6, 4%, -26%
CCOC(=O)[C@]12CCCC=C1N(Cc1ccc(Cl)cc1Cl)C(=O)[C@H](CC(=O)NCC1CCCCC1)C2
 : 4%, ., ?, ., ., 3.5%, -0.1, -32%, .
COCCCn1c(=O)c2ccccc2n(CC(=O)Nc2ccc3c(c2)OCCO3)c1=O
 : 3%, -13%, ?, -9%, -3%, 0.2%, 0.0, -11%, -4%
COc1cc(C(=O)NNC(=S)NCc2ccco2)cc(OC)c1OC
 : -2%, -24%, i, 4%, 0%, -0.7%, -0.1, -26%, -7%
CC(C)Oc1ccc(CNC(=O)Cn2c(-c3cccs3)cc3ccccc32)cc1
 : ., ?, i, -15%, 7%, -0.4%, ., -5%, -11%
COC(=O)c1ccccc1OCCOCCOc1cccc2ccc(C)nc12
 : -4%, 4%, i, 4%, -3%, 3.8%, 1.3, -6%, 6%
Cc1nnc(N2C(=O)c3ccc(Br)cc3C2=O)s1
 : -1%, ?, i, -2%, -1%, 0.3%, 0.9, -7%, -55%
CN(CC(=O)Nc1ccccc1Br)C(=O)CCSc1ccc(F)cc1
 : -1%, -29%, i, ?, 0%, 0.2%, -0.4, -3%, -15%
Cc1ccc(SCc2cc(=O)n(C)[nH]2)cc1
 : 9%, -7%, i, 3%, 9%, 8.3%, -0.6, ., -7%
O=C(c1ccccc1)c1coc2c1C(=O)c1ccccc1C2=O
 : 4%, ?, i, ?, ?, -0.7%, 2.2, -1%, 10µM*
NS(=O)(=O)c1cnccc1Oc1cccc(Cl)c1
 : 4%, 1%, i, -1%, 4%, -0.3%, -2.7, -2%, -12%
CCc1ccccc1NC(=O)CN(C)C(=O)CSc1nnc(Nc2ccc(C)cc2)s1
 : -16%, 12%, i, 0%, 0%, 7.9%, -0.2, -2%, -11%
O=C(COC(=O)c1cccnc1Cl)Nc1ccc(S(=O)(=O)N2CCOCC2)cc1
 : 12%, 2%, i, 0%, -2%, -0.6%, 0.0, -11%, 1%
O=C(O)c1ccc(S(=O)(=O)N2CCOCC2)o1
 : 5%, 3%, i, 4%, -7%, -0.3%, -5.2, 3%, 0%
COc1ccc(S(N)(=O)=O)cc1C(=O)NCC(C)(C)N1CCOCC1
 : 14%, -3%, i, 12%, 0%, -0.4%, -0.4, 2%, -40%
CCC1CCCCN1CCNS(=O)(=O)c1ccc2c(c1)CCN2C(C)=O (stereo not given)
 : 1%, -4%, i, -4%, 10%, -0.1%, -0.2, 2%, 1%
O=C(NCCN1CCOCC1)c1ccc(Cl)cc1[N+](=O)[O-]
 : 2%, 5%, i, -2%, -5%, 0.1%, -2.3, 7%, 6%
O=C(Nc1ccc(N=Nc2ccccc2)cc1)c1cccc(Cl)c1
 : 6%, ?, i, -17%, -6%, -0.6%, -1.1, -21%, -8%
CCOc1ccc(C(=O)c2ccc(OCC)c(N)c2)cc1N
 : 12%, 10%, i, 0%, -20%, 0.2%, -2.0, 2%, -14%
CN(CCOc1ccccc1)C(=O)C1CCN(C(=O)c2ccc(Cl)cc2)CC1
 : 2%, 16%, i, 5%, -6%, 0.1%, -0.2, -2%, 4%
COCOCCn1cc(CN2CCS(=O)(=O)N(Cc3ccc(-c4ccc(C)cc4)cc3)C(CC(C)C)C2=O)nn1 (stereo not given)
 : 10%, ., i, 0%, ., -1.8%, 1.0, -27%, -29%
O=C(c1ccc([N+](=O)[O-])cc1)c1cc2ccc(O)cc2oc1=O
 : 20%, -4%, i, 11%, -3%, 0.4%, -1.1, 1%, -22%
COc1ccccc1N1CCN(S(=O)(=O)Cc2ccccc2Cl)CC1
 : 17%, 3%, i, 0%, -2%, -1.0%, -0.5, -28%, -31%
CC(=O)Cn1cnc2c(cnn2-c2ccccc2)c1=O
 : 5%, 6%, i, -19%, -2%, 3.6%, -0.2, 10%, -25%
COc1cc(C)c(S(=O)(=O)NCc2cccs2)cc1C
 : 1%, -16%, i, 1%, 1%, 0.3%, -3.6, -9%, 0%
COc1cc(CNC(=O)c2ccc(Cn3nc(C)c(Cl)c3C)o2)cc(OC)c1
 : 14%, -20%, i, -25%, -2%, 0.4%, -3.4, -18%, -45%
O=C(CN(C(=O)CNC(=O)c1ccco1)c1ccc(F)cc1)NC1CCCC1
 : 1%, 0%, i, -1%, 0%, -1.2%, -3.2, 0%, 8%
S=C(c1ccc(-c2cccc(Cl)c2)o1)N1CCOCC1
 : 12%, ?, i, -12%, -3%[1.84 µM], 3.6%, -3.0, 106%[activator], -21%
CCCCn1c(SCC(=O)c2ccc(O)cc2O)nc2cc(S(N)(=O)=O)ccc21
 : 12%, ?, i, -4%, -5%, 0.6%, -0.6, 15%, -11%
Cc1ccc(C(=O)NC(NC(=O)c2ccc(C)cc2)C(Cl)Cl)cc1
 : 3%, ?, i, -13%, -21%, -0.1%, 1.0, -11%, -15%
Cc1ccc(C)c(NC(=O)CSc2nc(-c3ccccc3)cc(=O)[nH]2)c1
 : ., ., ., -24%, -6%, 0.5%, ., ., -5%
CN(C)CCNC(=O)c1ccccc1
 : 1%, 7%, i, -8%, -9%, 3.0%, 5.0, 5%, -2%
O=C(CN1CCN(Cc2ccc3c(c2)OCO3)CC1)Nc1ccc2[nH]c(=O)[nH]c2c1
 : 6%, -19%, i, 10%, -7%, 2.2%, 0.2, 3%, -8%
CCn1ccnc1CNC(=O)CC1C(=O)NCCN1Cc1ccc(F)cc1Cl (stereo not given)
 : 5%, -8%, i, -6%, 0%, 0.0%, 0.6, -6%, -22%
COc1ccc(C(=O)NC2CCCc3c2cnn3-c2cccc(C)c2C)c(OC)n1 (stereo not given)
 : 1%, ?, ?, -2%, ?, -0.7%, -4.1, -9%, -14%
Cc1ccccc1C(=O)NN1CC(C(=O)OCc2ccc(Cl)c(Cl)c2)CC1=O (stereo not given)
 : 0%, 4%, i, 5%, 0%, -0.8%, -3.4, -6%, -1%
O=C(CSc1nnnn1-c1cccc2c1CCCC2)N1CCCC1
 : 1%, -15%, i, -15%, -6%, -0.1%, -0.1, -4%, 5%
Cc1cc2nccc(-c3ccccn3)n2n1
 : 11%, 4%, i, -3%, -13%, -0.5%, 0.6, -9%, -27%
CCOc1ccccc1N1CC(c2nc3ccccc3n2CCCOc2ccccc2OC)CC1=O (stereo not given)
 : ., ?, i, -2%, -17%, -0.2%, ., -4%, 5%

Full records, quoted from the list:
Entry for NS(=O)(=O)c1cnccc1Oc1cccc(Cl)c1 = EPAC2 agonist = 4%; Nrf2 inh = 1%; ATXN viability = i; TGFb inhibitor = -1%; A549 viability = 4%; Nrf2 ARE act = -0.3%; IL-2 act = -2.7; ATXN2 expr inh = -2%; HepG2 viability = -12%
Entry for COc1cc(CNC(=O)c2ccc(Cn3nc(C)c(Cl)c3C)o2)cc(OC)c1 = EPAC2 agonist = 14%; Nrf2 inh = -20%; ATXN viability = i; TGFb inhibitor = -25%; A549 viability = -2%; Nrf2 ARE act = 0.4%; IL-2 act = -3.4; ATXN2 expr inh = -18%; HepG2 viability = -45%

Quoted at random: 2 compounds from above
Each structure is followed by: EPAC2 agonist, Nrf2 inh, ATXN viability, TGFb inhibitor, A549 viability, Nrf2 ARE act, IL-2 act, ATXN2 expr inh, HepG2 viability
COc1cc(C)c(S(=O)(=O)NCc2cccs2)cc1C
 : 1%, -16%, i, 1%, 1%, 0.3%, -3.6, -9%, 0%
Cc1cc2nccc(-c3ccccn3)n2n1
 : 11%, 4%, i, -3%, -13%, -0.5%, 0.6, -9%, -27%

Additional records:
Each structure is followed by: EPAC2 agonist, Nrf2 inh, ATXN viability, TGFb inhibitor, A549 viability, Nrf2 ARE act, IL-2 act, ATXN2 expr inh, HepG2 viability
Cc1cc(C)n(-c2ccc(C(=O)Nc3ccc(N4CCOCC4)cc3)cc2)n1
 : -3%, ?, i, ?, -16%, -0.4%, 0.4, -9%, -1%
O=C1c2ccsc2SCCN1Cc1c(F)cccc1Cl
 : 11%, ?, i, -11%, -8%, 0.2%, -0.2, ., -18%
CCCCn1nc(C(=O)Nc2cc(S(=O)(=O)N(C)C)ccc2C)c2ccccc2c1=O
 : 12%, -27%, i, -12%, -2%, -0.1%, -2.6, -4%, -5%
O=C1CSC(c2cccc(F)c2)N1c1ccc(O)cc1 (stereo not given)
 : 6%, 8%, i, 2%, 0%, 0.5%, -1.6, -6%, -8%
Cc1cc(C)nc(SCC(=O)NC(=O)c2ccccc2O)n1
 : 4%, -6%, i, -26%, 2%, -0.4%, 1.1, -8%, -3%
CCN1CCc2c(C#N)c(N3CCCCC3)nc(NCc3ccccc3)c2C1
 : 18%, ?, ?, 22µM*, -2%, 11%, -1.5, -31%, 13µM*
c1ccc2oc(-c3nn4c(Cn5cnc6ccccc65)nnc4s3)cc2c1
 : 5%, 9%, i, 0%, 3%, 5.0%, -0.1, 3%, 9%

Compound activity from PubChem BioAssay.
